# Compound activity from PubChem BioAssay.
# Gal4-VP16 FLuc: VP16 counterscreen qHTS for inhibitors of ROR gamma transcriptional activity; Drosophila S2 Gal4-VP16 UAS-luciferase, luminescence, 20 h; Potency, µM (top dose mostly 53.6 µM), for inactives: at the highest dose activity, negative = inhibition, usual class: inhibitors; 3.5% of 310,000 active; AID 2546, 2010;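 further: Gal4-VP16 expression switched on by copper sulfate through the metallothionein promoter; nearly all actives have a fitted effect of over 50% in size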
# RORgamma inh: qHTS for inhibitors of ROR gamma transcriptional activity; Drosophila S2 Gal4-RORgamma UAS-luciferase reporter, 20 h; Potency, µM (top dose mostly 53.6 µM), for the others: top-dose activity change, negative = inhibition, most hits filed as inhibitors; 5.4% of 310,000 active; AID 2551, 2010; further: nearly all actives have a fitted effect of over 60% in size
# Target sequence (P51450 whole entry, looked up, the tested form may be a part): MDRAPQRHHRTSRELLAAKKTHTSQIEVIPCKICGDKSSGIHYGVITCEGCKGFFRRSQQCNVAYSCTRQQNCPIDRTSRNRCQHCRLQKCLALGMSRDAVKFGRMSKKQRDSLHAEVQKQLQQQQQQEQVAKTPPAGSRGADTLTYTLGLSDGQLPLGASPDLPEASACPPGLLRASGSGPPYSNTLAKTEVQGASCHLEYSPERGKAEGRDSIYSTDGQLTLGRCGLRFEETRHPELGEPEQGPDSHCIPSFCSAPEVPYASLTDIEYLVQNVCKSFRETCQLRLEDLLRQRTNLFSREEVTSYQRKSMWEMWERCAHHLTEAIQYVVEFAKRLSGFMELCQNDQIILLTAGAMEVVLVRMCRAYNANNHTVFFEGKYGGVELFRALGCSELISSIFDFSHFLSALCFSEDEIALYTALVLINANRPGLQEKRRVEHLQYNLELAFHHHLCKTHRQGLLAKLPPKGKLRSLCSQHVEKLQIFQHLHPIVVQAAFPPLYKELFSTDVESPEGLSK
#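 Luciferase reporter read in Schneider cells carrying Gal4-RORγ (mouse) and UAS-Photinus luciferase; cells given compound 1 h before 700 uM copper sulfate induction, then incubated 20 h at ambient temperature.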
# * = called active by the depositor; u = inconclusive; & = joins results of further samples; [ ] = another dose, or the depositor's remark. The call rests on the fitted dose curve; in most records, active means well fitted curve in the direction sought with a large enough effect; inconclusive means small, poorly fitted or top-dose-only effect, or another doubt; inactive means no such curve, though single readings can be large; an effect the other way counts as inactive or inconclusive. On the % scale 0 is the no-effect control and ±100 the full control effect; potency means the concentration at half of the fitted maximal effect. Not all compounds are listed; the hit share may differ from the screen's.
mol	Gal4-VP16 FLuc	RORgamma inh
COc1ncc2nc(-c3ccc(F)cc3)c(=O)n(Cc3ccc(F)cc3)c2n1	-15%	-34%
COc1ccc(-n2c(=O)c(-c3ccccc3)nc3cnc(N4CCN(C)CC4)nc32)cc1	6%	-8%
COc1ncc2nc(-c3cc(F)cc(F)c3)c(=O)n(C[C@H]3CCCO3)c2n1	1%	-7%
CC(C)CN1CCC2(CC1)CCN(C(=O)c1ccncc1)CC2	-11%	-20%
CC1(C)S[C@@H]2[C@H](NC(=O)[C@H](NC(=O)N3CCN(S(C)(=O)=O)C3=O)c3ccccc3)C(=O)N2[C@H]1C(=O)O	2%	4%
CN1CCN(c2ncc3nc(-c4cccs4)c(=O)n(CCc4ccccc4)c3n2)CC1	9%	-16%
NCC[C@H](O)C(=O)N[C@H]1C[C@@H](N)[C@@H](O[C@H]2O[C@@H](CN)[C@@H](O)[C@@H](O)[C@@H]2O)[C@@H](O)[C@@H]1O[C@H]1O[C@@H](CO)[C@@H](O)[C@@H](N)[C@@H]1O	-6%[17 µM]	-7%[16.9 µM]
COc1cccc(CS(=O)(=O)c2ccccc2)c1	-5%	-13%
Cc1cc2c(nc1C)CCCN2C[C@H](C)O/N=C\[C@@H](C)[C@H](OCc1ccccc1)C(C)C	2%[10 µM]	-5%[10 µM]
CC(=O)[C@H]1CC[C@H]2C3CC=C4C[C@@H](O)CC[C@]4(C)C3CC[C@]12C (stereo partly drawn)	-3%	-13%[10 µM]
Cn1c(=O)c(-c2cc(F)cc(F)c2)nc2cnc(N3CCNCC3)nc21	-3%	-8%
Cc1noc(C)c1C(=O)N1CCC[C@@]2(CCN(Cc3nccs3)C2)C1	1%	4%
COc1ccc2c(c1)OCC(Cc1ccc(OC)c(OC)c1)C2=O (stereo not drawn)	3%	-21%
N#Cc1cccc(NC(=O)N2CCCC3(CCN(C(=O)c4csnn4)CC3)C2)c1	7%	-17%
CC(C)[C@@H](OCc1ccccc1)[C@H](C)/C=N\OC[C@@H](O)[C@@H]1O[C@@H]2OC(C)(C)O[C@@H]2[C@H]1O	-6%[10 µM]	-2%[10 µM]

# The results go on.
mol	Gal4-VP16 FLuc	RORgamma inh
CC(=O)O[C@H]1C2=C(C(=O)[C@H]3O[C@@H]31)[C@@H]1[C@@H]3[C@@H](C)OC=C4[C@H](O)[C@H]5O[C@@H]5C(=O)[C@]43C2O[C@H]1C	-3%[10 µM]	-33%[10 µM]
C[C@]12CC[C@@H]3c4ccc(O)cc4CC[C@H]3[C@@H]1CCC2OC(=O)CCC1CCCC1 (stereo partly drawn)	u	8%[10 µM]
O=C(O)c1cc(=O)c2ccc(Cl)cc2[nH]1	-10%&-3%&6%	-4%&-1%&4%
COCC(=O)N1CCC2(CC1)CCN(C(=O)NC(C)C)CC2	-10%	-2%
CC(C)C[C@H](NC(=O)[C@@H](Cc1c[nH]c2ccccc12)NC(=O)[C@H](Cc1ccc(O)cc1)NC(=O)[C@H](CO)NC(=O)[C@H](Cc1c[nH]c2ccccc12)NC(=O)[C@H](Cc1cnc[nH]1)NC(=O)[C@@H]1CCC(=O)N1)C(=O)N[C@@H](CCCN=C(N)N)C(=O)N1CCC[C@H]1C(=O)NCC(N)=O	-9%	21%
CCN1CCCC1Cn1c(-c2ccccc2)nc2c(N3CCOCC3)nc(C)nc21 (stereo not drawn)	0%	-11%
COc1ccc2c(=O)cc(-c3ccccc3)oc2c1O	-1%	u
COC(=O)[C@@]1(C)C[C@@H]1[C@@H](NC(=O)[C@@]1(C)C[C@@H]1[C@@H](NC(=O)[C@@]1(C)C[C@@H]1[C@@H](NC(=O)[C@@]1(C)C[C@@H]1[C@@H](NC(=O)OCc1ccccc1)c1ccccc1)c1ccccc1)c1ccccc1)c1ccccc1	2%	7%
CC(C1CCCC(=O)C1)[N+](=O)[O-] (stereo not drawn)	1%	16%
COc1ccc(-c2cc(=O)c3c(O)cc(O[C@@H]4OC(COC5OC(C)C(O)C(O)[C@@H]5O)C(O)C(O)C4O)cc3o2)cc1 (stereo partly drawn)	-1%	1%
COC(=O)N[C@@H](CCc1ccccc1)/C(C(=O)OC)=C(\C)NCc1ccccc1	-10%	6%
Cn1c(=O)c(CCc2ccccc2)nc2cnc(Nc3ccccc3)nc21	6%	-11%
COc1ncc2nc(-c3cc(F)cc(F)c3)c(=O)n(CCC#N)c2n1	7%	8%
O=C1CCN(CCc2ccccc2)CCN1C(CSc1ccc(Br)cc1)c1ccccc1 (stereo not drawn)	24%	4%
FC(F)(F)c1ccc(C2[C@H]3CN(CC4CCCCC4)[C@H](c4ccccc4)C34CC2(c2ccccc2)C4)cc1 (stereo partly drawn)	8%	-2%

# Going on with the list:
mol	Gal4-VP16 FLuc	RORgamma inh
Cc1nc2cnc(N3CCNCC3)nc2n(Cc2ccc(F)cc2)c1=O	14%	-9%
CN1CCN(C(=O)c2nc3ccc(Cl)cc3[nH]2)CC1	7%	-44%
COC(=O)c1ccc(C(NC(=O)OCc2ccccc2)/C(=C/[C@@H](C)C(=O)NCCc2c[nH]c3ccccc23)c2cccnc2)cc1 (stereo partly drawn)	-8%	34%
CN(C)Cc1ccccc1-c1nc(N(C)C)c2ccccc2n1	u	-23%
NCCC[C@@H](CC(=O)N[C@@H]1CCNC[C@H]1C(=O)N[C@H](CC(=O)N[C@@H](CCC(=O)O)CC(=O)O)Cc1c[nH]c2ccccc12)NC(=O)C[C@H](Cc1c[nH]c2ccccc12)NC(=O)[C@@H]1CCCC[C@H]1N	1%	7%
COCCNC(=O)C1(CC(C)C)C=CCN1C(=O)c1ccccc1 (stereo not drawn)	22%	17%
NS(=O)(=O)O	-3%	36%
Cc1cnc(CNc2ncncc2-c2cccc(C#N)c2)cn1	9%	-11%
O=c1c(-c2cccs2)nc2cnc(Oc3cccc(Cl)c3)nc2n1C[C@H]1CCCO1	-20%	u
CC[C@@]1(O)C(=O)OCc2c1cc1n(c2=O)Cc2cc3c([N+](=O)[O-])cccc3nc2-1	0.63µM*	u
CC1(C)OC[C@@H]2O[C@@]3(C(=O)O)OC(C)(C)O[C@@H]3[C@@H]2O1	2%	-9%
CC(C)=CCC/C(C)=C/CO/N=C1/[C@H]2O[C@@H]2[C@@H](O)[C@H]2[C@H]1CCn1c(=O)n(-c3ccccc3)c(=O)n12	9%[10 µM]	14%[10 µM]
CN(C)c1ccc(-c2nc(NC3CCNCC3)c3ccccc3n2)cc1	-3%	u
CCCCCC[C@@H](O)C/C=C\CCCCCCCC(=O)O	-4%&1%	-14%&1%
COc1ccc(-c2nc3cnc(N4CCNCC4)nc3n(CCc3ccccc3)c2=O)cc1	-3%	0%

# Profiles, looked up by structure. Screens in order: Gal4-VP16 FLuc	RORgamma inh
# Shown for NS(=O)(=O)O = -3%	36%
# Shown for CC(C)=CCC/C(C)=C/CO/N=C1/[C@H]2O[C@@H]2[C@@H](O)[C@H]2[C@H]1CCn1c(=O)n(-c3ccccc3)c(=O)n12 = 9%[10 µM]	14%[10 µM]
# Shown for COCCNC(=O)C1(CC(C)C)C=CCN1C(=O)c1ccccc1 (stereo not drawn) = 22%	17%

# 6 entries from above, ordered by their value in RORgamma inh, highest first.
Compound,RORgamma inh
NCCC[C@@H](CC(=O)N[C@@H]1CCNC[C@H]1C(=O)N[C@H](CC(=O)N[C@@H](CCC(=O)O)CC(=O)O)Cc1c[nH]c2ccccc12)NC(=O)C[C@H](Cc1c[nH]c2ccccc12)NC(=O)[C@@H]1CCCC[C@H]1N,7%
COc1ccc(-c2nc3cnc(N4CCNCC4)nc3n(CCc3ccccc3)c2=O)cc1,0%
Cc1nc2cnc(N3CCNCC3)nc2n(Cc2ccc(F)cc2)c1=O,-9%
CC(C)CN1CCC2(CC1)CCN(C(=O)c1ccncc1)CC2,-20%
COc1ccc2c(c1)OCC(Cc1ccc(OC)c(OC)c1)C2=O (stereo not drawn),-21%
CN(C)Cc1ccccc1-c1nc(N(C)C)c2ccccc2n1,-23%

# Other compounds:
mol	Gal4-VP16 FLuc	RORgamma inh
CC1CC[C@@]2(OC1)OC1CC3C4CC=C5CC(O)CC[C@@]5(C)C4CC[C@]3(C)C1C2C (stereo partly drawn)	-12%	1%
O=C(O)CO	-2%	1%
CC1=C(C)C(=O)C(C(CCCCCC(=O)O)c2ccccc2)=C(C)C1=O (stereo not drawn)	-1%	-3%
CC/C=C\C/C=C\C/C=C\C/C=C\C/C=C\CCCCCC(=O)O	2%	2%
CC(C)(C)[C@]1(O)CCN2CC3c4ccccc4CCc4cccc(c43)[C@@H]2C1 (stereo partly drawn)	-15%	-24%
O=c1c(-c2cc(F)cc(F)c2)nc2cnc(N3CCNCC3)nc2n1Cc1ccc(F)cc1	4.5µM*	3.2µM*
COCC(=O)N1CCC2(CCCN(c3ccncc3)C2)CC1	-3%	-3%
COC(=O)c1ccc(C(NC(=O)OCc2ccccc2)/C(=C/[C@@H](C)C(=O)NCc2cc(F)cc(F)c2)c2cccnc2)cc1 (stereo partly drawn)	-10%	26%
C=CC1CO1 (stereo not drawn)	6%	-14%
COc1ccccc1-c1nccc(N2CCN(C)CC2)n1	4%	-12%
CC[C@H](C)[C@H](NC(=O)[C@@H]1CCCN1C(=O)[C@H](C)NC(=O)[C@H](CC(N)=O)NC(=O)[C@@H]1CCCN1C(=O)[C@@H]1CCCN1C(=O)[C@H](CCCN=C(N)N)NC(=O)[C@H](Cc1ccc(O)cc1)NC(=O)[C@H](C)NC(=O)[C@@H]1CCCN1C(=O)[C@@H]1CCCN1C(=O)[C@@H](N)[C@@H](C)O)C(=O)N[C@@H](CC(C)C)C(=O)O	1%	9%
CC(O)C1CCC2C3CCC4CC(O)CCC4(C)C3CCC12C (stereo not drawn)	-4%	-4%[10 µM]
CCCC[C@@H]1C[C@H]1C(NC(=O)c1cccnc1)c1ccc(-c2ccccc2)cc1 (stereo partly drawn)	u	u
C=C(Nc1ccc(OC)cc1)C(=O)OC	-16%	-12%
Cc1cccc(CNc2cc(-c3cccnc3)ncn2)c1	-1%	39%

# Next part.
mol	Gal4-VP16 FLuc	RORgamma inh
Cc1nc2ccc(NC(=O)Nc3ccnc4cccnc34)cc2o1	5%	39%
O=C(NNCNNC(=O)c1ccncc1)c1ccncc1	-6%	8%
COc1ccccc1CNc1ncncc1-c1ccc(C(=O)N(C)C)cc1	-13%	-15%
COC(=O)[C@@H]1C[C@H]1[C@@H](NC(C)=O)c1ccccc1	-6%	17%
CCCn1c(C)nc2c(NCC3CCCN3CC)nc(C)nc21 (stereo not drawn)	3%	-24%
CN1CCN(c2ccnc(-c3cccc(NS(C)(=O)=O)c3)n2)CC1	-6%	-10%
O=c1c(-c2ccc(F)cc2)nc2cnc(Nc3ccccc3)nc2n1C[C@H]1CCCO1	-8%	-16%
CC(=O)Nc1ccc(SCC(CC(C)C)N2CCN(CC(C)C)CCC2=O)cc1 (stereo not drawn)	-2%	-2%
CCCC1(C(=O)OC)C=C2C(=C(C(C)C)C(=O)C2C)CN1 (stereo not drawn)	3%	6%
O=c1c(-c2cccs2)nc2cnc(N3CCNCC3)nc2n1CCc1ccccc1	u	u
N#Cc1ccccc1OC[C@H](O)CNCCNC(=O)Nc1ccccc1	-15%	1%
COc1ccc(C2=Nn3c(nnc3-c3cc(OC)cc(OC)c3)SC2)cc1	-24%	-8%
CC/C=C\CC[C@H](OC(=O)c1ccc(Br)cc1)C1=CCCCC1=O	0%[10 µM]	-1%[10 µM]
CS(=O)(=O)Nc1cccc(-c2cncnc2NCc2cccnc2)c1	-4%	-16%
CC(C)NC(=O)N1CC[C@@]2(CCCN(C(=O)c3cnccn3)C2)C1	-4%	-2%

# The results go on:
mol	Gal4-VP16 FLuc	RORgamma inh
CC1CC2C3CCC4=CC(=O)C=C[C@@]4(C)[C@]3(F)C(O)C[C@]2(C)[C@]1(O)C(=O)COP(=O)(O)O (stereo partly drawn)	-2%	16%
COc1ccc(C(=O)N2CCC3(CC2)CN(C(=O)Nc2ccccc2)C3)cc1	-11%	-17%
OCCOC[C@H]1O[C@H](OCCO)[C@H](OCCO)[C@@H](OCCO)[C@@H]1OCCO (tested in a mixture with another compound)	-8%	8%
C/C(=C\C1CCCCC1)C(NC(=O)c1cccnc1)c1ccc(-c2ccccc2)cc1 (stereo not drawn)	1%	u
O=C1[C@@H]2[C@H]3C(=CC[C@@H]2C(=O)N1Cc1ccccc1)C1(OCCCO1)[C@H]1O[C@@H]1[C@H]3O	-9%[10 µM]	3%[10 µM]
Cc1ccc(S(=O)(=O)OC[C@@H]2CN3[C@H](c4ccc(Br)cc4)[C@H](C)CC[C@H]3C(=O)O2)cc1	-13%[10 µM]	-4%[10 µM]
COc1ccc(-c2coc3cc(OC(C)=O)cc(OC(C)=O)c3c2=O)cc1	-23%	24%
C=C(C)C(=O)OCC1CN2C(CCC(C)C2c2ccc(Br)cc2)C(=O)O1 (stereo not drawn)	-8%&5%&-1%[10 µM]	2%&-7%&8%[10 µM]
CC12CCC=CC1C(c1ccc(Br)cc1F)N(Cc1ccccc1)C2=O (stereo not drawn)	-11%	-39%
CC(C)=CCc1c(O)cc(O)c2c1O[C@H](c1ccccc1)CC2=O	-18%	1%
COc1cccc2oc(-c3ccc(O)cc3)cc(=O)c12	u	-33%
CC(=O)CCOC1CCCCO1 (stereo not drawn)	4%	9%
